Screens deposited in PubChem BioAssay by several laboratories.
GC-B act: GC-B (human) receptor activation | P20594 | HEK293-GC-B cells, CNP EC30, cGMP TR-FRET; 0% at EC30 CNP, 100% saturating CNP | AID 1920062 | 370,000 compounds, 0.11% hits | activation, % at 10 µM;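 active = activation at 10 µM reaching about 35% in either raw or pattern-adjusted values, limit read from the data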
HTRA1 inhibitor: inhibitors of human serine peptidase HTRA1 | Q92743 | recombinant HTRA1, FP-rhodamine activity-based probe, fluorescence polarization | inhibition, % at 5.96 µM | 340,000 compounds, 0.5% hits | AID 504803; in the data active = inhibition above about 36%;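 note: 0% = enzyme with DMSO and 100% = wells lacking enzyme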
SIAE inh: human SIAE inhibition, primary screen; Q9HAT2; SIAE FP-Rh probe binding, fluorescence polarization; inhibition, % at 9.66 µM; 370,000 compounds, 0.69% hits;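 active = inhibition above a cutoff: mean of compounds within the control limits plus 3 SD of those, cut at about 17% in these data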;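 note: 0% = plate median of compound wells and 100% = probe without SIAE protein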
Target sequence (Q9HAT2 whole entry, looked up): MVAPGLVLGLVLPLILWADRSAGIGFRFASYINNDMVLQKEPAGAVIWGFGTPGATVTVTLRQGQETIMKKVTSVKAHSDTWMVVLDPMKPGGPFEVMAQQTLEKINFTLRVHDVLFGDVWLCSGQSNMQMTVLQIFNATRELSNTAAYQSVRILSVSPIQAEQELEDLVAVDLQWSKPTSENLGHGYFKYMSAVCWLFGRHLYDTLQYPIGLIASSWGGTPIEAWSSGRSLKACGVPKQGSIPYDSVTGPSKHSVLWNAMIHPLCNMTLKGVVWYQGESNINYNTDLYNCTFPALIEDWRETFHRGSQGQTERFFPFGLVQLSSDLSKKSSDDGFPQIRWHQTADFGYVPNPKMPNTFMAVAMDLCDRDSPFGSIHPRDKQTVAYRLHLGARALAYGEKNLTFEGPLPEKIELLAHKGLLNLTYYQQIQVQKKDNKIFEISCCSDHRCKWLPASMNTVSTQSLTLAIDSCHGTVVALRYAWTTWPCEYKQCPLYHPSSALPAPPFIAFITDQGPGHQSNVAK
MBD2 DNA inh: blocks human MBD2 binding to methylated DNA. Q9UBB5. TR-FRET, MBD2 binding to methylated oligonucleotide. 370,000 compounds, 0.31% hits. inhibition, % at 4.4 µM; in the data active = inhibition above about 13%
Target sequence (Q9UBB5 whole entry, looked up): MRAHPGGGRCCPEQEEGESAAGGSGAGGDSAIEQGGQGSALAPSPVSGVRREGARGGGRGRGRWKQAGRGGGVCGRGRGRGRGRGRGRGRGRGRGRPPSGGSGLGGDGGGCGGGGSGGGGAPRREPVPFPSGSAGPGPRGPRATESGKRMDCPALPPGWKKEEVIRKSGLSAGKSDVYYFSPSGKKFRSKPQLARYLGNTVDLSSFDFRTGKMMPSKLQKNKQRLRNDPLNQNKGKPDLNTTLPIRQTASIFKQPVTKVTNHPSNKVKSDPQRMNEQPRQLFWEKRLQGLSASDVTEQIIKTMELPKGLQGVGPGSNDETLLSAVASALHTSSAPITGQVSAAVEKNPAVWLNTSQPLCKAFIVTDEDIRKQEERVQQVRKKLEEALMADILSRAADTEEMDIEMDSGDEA
PRMT1 inh: PRMT1 (human) inhibition, primary screen; Q99873; recombinant PRMT1, activity-based probe fluorescence polarization; inhibition, % at 2.79 µM; 370,000 compounds, 1.3% hits;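 active = inhibition above about 21% made by adding two undisclosed values, limit read from the data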
UHRF1 binding: blocks human UHRF1 binding to methylated DNA | 370,000 compounds, 0.75% hits | UHRF1 binding to methylated oligo, TR-FRET | inhibition, % at 4.4 µM | AID 687016; in the data active = inhibition above about 21%;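 note: UHRF1 SRA domain binding a hemimethylated CpG hairpin DNA probe; 0% = median of test compound wells and 100% = reference inhibitor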
rCAG binder: binds r(CAG) RNA repeats; r(CAG) RNA repeat, TO-PRO-1 dye displacement fluorescence; inhibition, % at 3 µM; 370,000 compounds, 1.3% hits; AID 651821;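 active = inhibition above the plate cutoff, the mean of all test compounds on that plate plus 3 SD, cut at about 35% in these data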;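 note: 0% = DMSO alone and 100% = 100 µM mitoxantrone as full dye displacement; higher means more dye released from RNA so lower well fluorescence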
GC-A act: GC-A (human) enzyme activation; P16066; HEK293 GC-A cells, cGMP TR-FRET, EC30 ANP; 0% at EC30 ANP, 100% saturating ANP; activation, % at 10 µM; 370,000 compounds, 0.14% hits; AID 1671463; in the data active = activation above about 40%
TCR-CD3 inh: blocks the human TCR-CD3 interaction; inhibition, % at 9.4 µM; AID 651800; TAMRA-labeled TCR probe fluorescence, biochemical; 360,000 compounds, 0.37% hits; in the data active = inhibition above about 19%;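 note: recombinant mutant TCR 2C K166C tagged with TAMRA read by polarization; 0% = receptor in buffer alone and 100% = receptor with positive control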
mABHD4 FP: inhibits mouse alpha/beta hydrolase domain 4 | Q8VD66 | purified mABHD4, FP-Rh probe fluorescence polarization | inhibition, % at 8.92 µM | 370,000 compounds, 0.54% hits;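 active = inhibition exceeding the mean over every tested compound plus 3 SD, cut at about 30% in these data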;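 note: 0% = plate median of compound wells and 100% = S159A mutant with DMSO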
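System: mouse ABHD4 enzyme, wild type / Medium: HEPES pH 7.0, NaCl, Pluronic buffer / Reagent: FP-Rh activity-based fluorescent probe / Control set: S159A mutant high control, sample median low control / Detection: fluorescence polarization with parallel and perpendicular emission, 525/598 nm / Schedule: 45 min + 60 min at 25 °C / Compound dosing: 8.92 µM, single dose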
* = called active by the depositor; / = no result given. These rows are one share of the data. The share of hits here may be higher or lower than overall.

Results follow in this order: GC-B act, HTRA1 inhibitor, SIAE inh, MBD2 DNA inh, PRMT1 inh, UHRF1 binding, rCAG binder, GC-A act, TCR-CD3 inh, mABHD4 FP
- Cc1cc(C(=O)COc2cccc([N+](=O)[O-])c2)c(C)n1C1CC1
 : 2, -4, 3, 2, 0, 0, 3, -2, 4, 2
- CCOC(=O)C(CC)n1cnc2sc3c(c2c1=O)CCC3 (centres undefined)
 : -4, 2, -2, 3, -2, 1, 14, 3, -9, 6
- O=C(Nc1ccccc1)/C(=C/c1ccc([N+](=O)[O-])cc1)NC(=O)c1ccco1
 : -9, 1, -4, -3, -1, -1, 3, -1, 4, -5
- CN(C)CCNC(=O)C(=O)c1c(-c2ccccc2)cc2ccccn12
 : -1, 0, 1, -5, 1, -5, 2, 4, -2, 7
- COc1cccc(/C=N\Nc2nncc(-c3ccccc3)n2)c1
 : -6, 1, 1, -3, -3, -1, 3, -1, 2, 2
- Cc1ccc2nc3c(cc2c1)c(NC(=O)c1ccccn1)nn3CC(C)C
 : -4, -1, -4, 5, 5, 2, 2, -7, -9, -11
- Cc1cccc(Nc2ncnc3nc[nH]c23)c1
 : -7, 0, 5, -3, 1, -2, 2, 3, -1, 1
- N#CC1=C(N)Oc2cc3c(cc2C1c1ccc(Cl)cc1)OCO3 (centres undefined)
 : -4, -3, -10, -3, 2, -1, 3, -15, 6, 6
- COc1ccccc1CCNC(=O)c1c(N)[nH]c(C(=O)c2ccccc2)c1-c1ccc(Br)cc1
 : 4, /, 18*, -2, -5, -2, 7, -5, 6, 7
- Cc1sc(NC(=O)c2ccccc2)c(C(=O)NCCN(C)C)c1C
 : -5, 0, 2, 0, -3, 1, 1, -1, -3, -1
- CCCCN(CCCC)C(=O)c1sc2nc(N3CCOCC3)c3c(c2c1N)CCCC3
 : 15, /, 16, -6, 9, -3, 3, 26, 1, 6
- Cc1nc(C(=O)N2CCOCC2)sc1C1(C)CC(c2ccccc2)=NO1 (centres undefined)
 : -1, 0, 3, 4, -1, 2, -2, 3, 4, -3
- CC(=O)NCCNC(=O)C1(C)Cc2c(-c3cccc(C(N)=O)c3)ccnc2O1 (centres undefined)
 : -4, /, 2, 3, 1, 2, 0, 0, -3, 0
- c1ccc(-c2nc(-n3nc4ccccc4n3)nc3ccccc23)cc1
 : -13, -19, -4, 1, 2, -2, 5, -8, 8, -7
- Cc1ccc(NC(=O)c2ccc(CNS(=O)(=O)c3cccc(C(F)(F)F)c3)cc2)cc1
 : 8, 3, -3, -4, -3, -1, -2, 1, 4, 1
- CC(CCc1ccccc1)NC(=O)Cc1ccc([N+](=O)[O-])cc1 (centres undefined)
 : 1, 2, 2, -2, -2, -1, 2, 3, 7, -6
- O=C(OCC(=O)c1ccc(Cl)s1)c1ccc(CO)cc1
 : -1, -14, 10, 7, 8, 8, 1, 6, -10, -9
- COc1cc(C(=O)NNC(=S)NCc2ccco2)cc(OC)c1OC
 : -1, 3, -5, -1, 3, 0, -2, 4, 1, -3
- CCc1nc2ccc(C(=O)N(C)CCN(C)C)cn2c1N(CC)C(=O)NCCc1ccccc1
 : 2, /, 5, 5, 1, 1, -2, 5, 3, 3
- CCCC(=O)NC(=S)Nc1ccc(NC(=O)C(C)C)c(OC)c1
 : 2, -1, 9, 4, -1, 10, -5, 1, 12, 2

The list goes on; it opens with the 2 that closed the last part.
Letter code: A = GC-B act; B = HTRA1 inhibitor; C = SIAE inh; D = MBD2 DNA inh; E = PRMT1 inh; F = UHRF1 binding; G = rCAG binder; H = GC-A act; I = TCR-CD3 inh; J = mABHD4 FP
CCc1nc2ccc(C(=O)N(C)CCN(C)C)cn2c1N(CC)C(=O)NCCc1ccccc1
  A = 2; B = /; C = 5; D = 5; E = 1; F = 1; G = -2; H = 5; I = 3; J = 3
CCCC(=O)NC(=S)Nc1ccc(NC(=O)C(C)C)c(OC)c1
  A = 2; B = -1; C = 9; D = 4; E = -1; F = 10; G = -5; H = 1; I = 12; J = 2
COc1cccc(C(c2nnnn2CS(=O)(=O)c2ccc(C)cc2)N2CCN(C)CC2)c1OC (centres undefined)
  A = 1; B = -9; C = 7; D = -1; E = -2; F = -1; G = -12; H = 2; I = -3; J = 6
O=C(NCCCN1CCCC1=O)c1cncc(Br)c1
  A = 2; B = -1; C = 6; D = 0; E = 0; F = -2; G = 0; H = 4; I = 0; J = 1
COC(=O)c1sc(NC(=O)/C=C/c2ccc(C)o2)nc1C
  A = -4; B = -10; C = -9; D = -1; E = 7; F = -1; G = 14; H = 1; I = 5; J = -7
COc1ccc(CCN2C(=O)C(O)=C(C(=O)c3ccco3)C2c2cccs2)cc1OC (centres undefined)
  A = -4; B = 6; C = -2; D = -5; E = -1; F = -8; G = 6; H = 7; I = -7; J = 2
Cc1noc(C)c1C(=O)OCC(=O)NCc1ccc(Cl)cc1
  A = -1; B = 12; C = 0; D = -3; E = 5; F = 0; G = 2; H = 0; I = 6; J = 3
CN(CC(=O)Nc1ccc(Cl)c(C(F)(F)F)c1)C(=O)c1ccc(N2CCOCC2)c([N+](=O)[O-])c1
  A = 0; B = -10; C = 5; D = 2; E = -7; F = -3; G = 5; H = 6; I = 3; J = -12
CCn1c(=O)n(CC)c2cc(NC(=O)C(C)c3ccccc3)c(Br)cc21 (centres undefined)
  A = 1; B = -10; C = -1; D = 1; E = -1; F = -2; G = -9; H = 3; I = -7; J = -4
O=C(Cc1c[nH]c2ccccc12)N/N=C/c1ccccc1O
  A = 0; B = 8; C = 4; D = 1; E = -3; F = 3; G = 4; H = 3; I = -4; J = -7
CCN(CC)CCNC(=O)c1ccc(NC(=O)Cc2cccc3ccccc23)cc1
  A = 3; B = -7; C = -6; D = 1; E = 0; F = -1; G = -1; H = -1; I = -3; J = -2
CCN1C[C@@H]2[C@@H]3C(=O)N(C)C(=O)[C@@H]3[C@](C)(C1=O)N2C(=O)c1ccc(Br)cc1
  A = 1; B = 6; C = -1; D = -1; E = 0; F = 0; G = -2; H = -2; I = 3; J = 2
O=C(CSc1ccsc1[N+](=O)[O-])N1CCCCC1
  A = 1; B = 6; C = 1; D = -1; E = -1; F = -3; G = 1; H = -2; I = -1; J = 1
Cc1cc(NC(=O)CSc2ncnc3sc(C)c(C)c23)no1
  A = -2; B = 1; C = -4; D = -1; E = -7; F = -4; G = 0; H = 5; I = 1; J = -1
CCCCc1nc2ccccc2c(N)c1CCC (tested in a mixture with another compound)
  A = -5; B = -8; C = -3; D = -2; E = -1; F = 2; G = 9; H = -8; I = 3; J = 4
COc1cccc(C(=O)Nc2c[nH]c(=O)[nH]c2=O)c1
  A = 0; B = 4; C = 1; D = -2; E = 2; F = 5; G = 2; H = -7; I = 5; J = 3
Cn1nc(C(=O)NC2=NCCS2)ccc1=O
  A = 5; B = 10; C = 6; D = -4; E = -2; F = 0; G = 1; H = 2; I = 5; J = 3
COc1cc(C)c(C(C)C)cc1S(=O)(=O)NCCCn1ccnc1
  A = 5; B = -2; C = 4; D = 1; E = -4; F = -2; G = -7; H = -1; I = 6; J = 19
Cc1cccc(NC(=O)CSc2nnc(CNC(=O)c3cccs3)o2)c1C
  A = 3; B = 0; C = 1; D = -3; E = -3; F = 0; G = -2; H = 1; I = -7; J = 2
Cc1cc(NC(=O)CN2C(=O)NC(c3ccccc3)(c3ccc(C)c(C)c3)C2=O)no1 (centres undefined)
  A = -4; B = -35; C = -9; D = -2; E = -3; F = 1; G = 0; H = -6; I = -4; J = -9
CCC1CCCCN1CCCNC(=O)CS(=O)(=O)Cc1nc(-c2cccc(OC)c2)oc1C (centres undefined)
  A = -3; B = 9; C = 6; D = -10; E = -3; F = 1; G = 1; H = -3; I = 7; J = -2
CC12CCCCC1c1ccccc1C(=NCC(=O)O)N2 (centres undefined)
  A = 7; B = -4; C = -1; D = 1; E = 1; F = -2; G = 0; H = 0; I = 3; J = 4
Cc1ccc(/C=C2\SC(=S)N(CCC(=O)NNC(=O)c3cccnc3)C2=O)cc1
  A = 2; B = 1; C = -10; D = -2; E = 2; F = -1; G = 7; H = -2; I = 1; J = -9
COC(C[C@@H]1O[C@@H]1[C@@H](O)COCc1ccccc1)OC
  A = -3; B = 6; C = -1; D = -1; E = 1; F = 2; G = -2; H = 2; I = -5; J = 4
Cc1cccc(OCc2nnc(SCC(=O)NC3CCCCC3)n2C)c1
  A = -6; B = -4; C = 0; D = -4; E = -4; F = -1; G = -5; H = 1; I = 10; J = -2
O[C@H](COc1cccc(Cl)c1)CN1CCC(C(O)(c2ccccc2)c2ccccc2)CC1
  A = -9; B = /; C = -2; D = -7; E = -4; F = -2; G = -1; H = -14; I = /; J = 9
CSc1nc(Cl)c(Cc2ccc(OC(C)C)cc2)c(N(C)C)n1
  A = -7; B = -11; C = -6; D = 7; E = 4; F = 8; G = -6; H = 1; I = -2; J = -14

Some of these compounds in order of molar mass, ascending.
Letter code: A = GC-B act; B = HTRA1 inhibitor; C = SIAE inh; D = MBD2 DNA inh; E = PRMT1 inh; F = UHRF1 binding; G = rCAG binder; H = GC-A act; I = TCR-CD3 inh; J = mABHD4 FP
Cc1cccc(Nc2ncnc3nc[nH]c23)c1
  A = -7; B = 0; C = 5; D = -3; E = 1; F = -2; G = 2; H = 3; I = -1; J = 1
O=C(Cc1c[nH]c2ccccc12)N/N=C/c1ccccc1O
  A = 0; B = 8; C = 4; D = 1; E = -3; F = 3; G = 4; H = 3; I = -4; J = -7
Cc1sc(NC(=O)c2ccccc2)c(C(=O)NCCN(C)C)c1C
  A = -5; B = 0; C = 2; D = 0; E = -3; F = 1; G = 1; H = -1; I = -3; J = -1
Cc1cccc(OCc2nnc(SCC(=O)NC3CCCCC3)n2C)c1
  A = -6; B = -4; C = 0; D = -4; E = -4; F = -1; G = -5; H = 1; I = 10; J = -2
COc1ccc(CCN2C(=O)C(O)=C(C(=O)c3ccco3)C2c2cccs2)cc1OC (centres undefined)
  A = -4; B = 6; C = -2; D = -5; E = -1; F = -8; G = 6; H = 7; I = -7; J = 2
CCc1nc2ccc(C(=O)N(C)CCN(C)C)cn2c1N(CC)C(=O)NCCc1ccccc1
  A = 2; B = /; C = 5; D = 5; E = 1; F = 1; G = -2; H = 5; I = 3; J = 3
CCC1CCCCN1CCCNC(=O)CS(=O)(=O)Cc1nc(-c2cccc(OC)c2)oc1C (centres undefined)
  A = -3; B = 9; C = 6; D = -10; E = -3; F = 1; G = 1; H = -3; I = 7; J = -2

Going on with the list.
Letter code: A = GC-B act; B = HTRA1 inhibitor; C = SIAE inh; D = MBD2 DNA inh; E = PRMT1 inh; F = UHRF1 binding; G = rCAG binder; H = GC-A act; I = TCR-CD3 inh; J = mABHD4 FP
O=C(NCc1ccco1)c1cccc(S(=O)(=O)N2CCOCC2)c1
  A = -2; B = 1; C = 4; D = 3; E = -1; F = 0; G = 5; H = 1; I = 3; J = 5
CCOC(=O)N1CCC(N2CCCC(C(=O)c3ccccc3OC)C2)CC1 (centres undefined)
  A = -15; B = 5; C = 7; D = -2; E = 0; F = 1; G = 2; H = -1; I = -1; J = 3
[O-]c1c[n+](-c2ccc(-[n+]3cc([O-])on3)cc2)no1
  A = -2; B = 10; C = -1; D = -1; E = -2; F = -3; G = 3; H = -9; I = 5; J = 7
NC(=O)C1CCN(c2nc(-c3ccc4c(c3)OCCCO4)cs2)CC1
  A = -5; B = /; C = 0; D = 2; E = -2; F = 0; G = /; H = -3; I = /; J = 3
Cc1csc(NC(=O)c2ccc(Cl)cc2[N+](=O)[O-])n1
  A = -5; B = -1; C = 0; D = 5; E = 4; F = 3; G = 1; H = -1; I = -1; J = 3
